Screening data deposited in PubChem by National Center for Advancing Translational Sciences (NCATS).
PTAP-TSG101 blk = qHTS Validation Assay for Inhibitors of HIV-1 Budding by Blocking the Interaction of PTAP/TSG101: Sytravon Library Screen | Fluorescence polarization, FITC-PTAP peptide/Tsg101, 20 min | Potency, µM (titrated, usually from 115 µM), without a hit: at the top dose activity change, negative = inhibition, most hits filed as inhibitors | 44,000 tested, under 10 active; also: potency is read from the fitted curve at half-maximal effect; 0% is about no effect
Target sequence (Q99816 whole entry, looked up): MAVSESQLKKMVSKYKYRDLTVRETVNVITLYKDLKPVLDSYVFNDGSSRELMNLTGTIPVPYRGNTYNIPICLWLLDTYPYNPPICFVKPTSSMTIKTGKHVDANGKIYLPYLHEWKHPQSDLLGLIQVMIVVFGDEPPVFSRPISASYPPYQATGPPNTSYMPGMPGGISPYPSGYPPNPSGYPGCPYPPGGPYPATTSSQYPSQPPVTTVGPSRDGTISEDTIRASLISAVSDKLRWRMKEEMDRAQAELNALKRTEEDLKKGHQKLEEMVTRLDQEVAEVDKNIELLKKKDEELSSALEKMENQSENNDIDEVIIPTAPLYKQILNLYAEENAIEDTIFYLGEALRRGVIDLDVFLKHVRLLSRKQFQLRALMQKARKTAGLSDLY
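Fluorescence polarization: Tsg101 binding domain (10 uM final) in 10 mM HEPES pH 7.5, 0.15 M NaCl, 0.01% Tween 20, 3 mM EDTA, 0.1 mM TCEP; compounds pinned; FITC-PTAP peptide 50 nM final; 20 min, r.t.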
NTMT1 inh = Primary qHTS for Inhibitors of N-terminal methyltransferase 1 (NTMT1): MTaseGlo Assay; N-terminal Xaa-Pro-Lys N-methyltransferase 1 (Homo sapiens), Q9BV86; 2.5% of 59,000 active; NTMT1 MTase-Glo SAH luminescence, purified enzyme; Potency, µM (series often up to 114 µM), without a hit: top-dose activity change, negative = inhibition, usual class: inhibitors;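 also: potency is read from the fitted curve at half-maximal effect; plate controls were DMSO vehicle for no effect and no enzyme for full effect; nearly all actives have a fitted effect of over 65% in size; many of its hits are not listed in these tables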
Target sequence (Q9BV86 whole entry, looked up): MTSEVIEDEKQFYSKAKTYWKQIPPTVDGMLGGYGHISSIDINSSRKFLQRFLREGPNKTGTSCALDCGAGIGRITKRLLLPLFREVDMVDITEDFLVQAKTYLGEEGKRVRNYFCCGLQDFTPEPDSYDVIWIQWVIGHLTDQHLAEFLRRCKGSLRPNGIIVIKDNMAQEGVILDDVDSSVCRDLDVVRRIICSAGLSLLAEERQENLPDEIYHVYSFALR
GALK inhibitor = qHTS Assay for Inhibitors of Human Galactokinase (GALK): NCGC Sytravon Library Screen; recombinant GALK, Kinase-Glo ATP luminescence, 1 h; Potency, µM (titrated, usually from 57.5 µM), for inactives: at the top dose activity, negative = inhibition, hits mostly inhibitors; 44,000 tested, under 10 active;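 also: plate controls were full GALK reaction for no effect and reaction lacking GALK for full effect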
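Compounds were pinned into ATP buffer, then GALK-galactose mix was added (final 5 nM enzyme, 35 uM ATP, 100 uM galactose, pH 8.0). After 1 h at room temperature, Kinase-Glo Plus was added and luminescence read.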
p53null 32C kill = qHTS Screen for Compounds that Selectively Target Cancer Cells with p53 Mutations: Cytotoxicity of p53 Null Cells at the Permissive Temperature. H1299-neo p53 null cells, ATP luminescence, 24 h, 32C. Potency, µM (series often up to 46.1 µM), for inactives: at the highest dose activity change, negative = cytotoxicity, most hits filed as cytotoxic. 0.62% of 55,000 active;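 also: potency is read from the fitted curve at half-maximal effect; 0% = DMSO only and -100% = full killing by 100 µM tamoxifen; nearly all actives have a fitted effect of over 55% in size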
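Overnight 37C seeding (600 cells/well) of H1299-neo preceded a 24 hr, 32C exposure to compounds up to 46 uM. ATP levels, read by luminescence after 20 min at RT, indicated surviving cells.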
B2AR arrestin ag = qHTS assay of beta-arrestin-biased ligands of beta2-adrenergic receptor: NCGC Sytravon Library Screen. Beta-2 adrenergic receptor (Homo sapiens), P07550. HTLA Tango cells, beta-arrestin recruitment, luciferase luminescence, 18 h. Potency, µM (top dose mostly 46.1 µM), for inactives: at the highest dose activation, actives largely listed as activators. 44,000 tested, under 10 active;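 also: potency is read from the fitted curve at half-maximal effect; 0% = DMSO and full agonism = EC100 isoproterenol or metaproterenol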
Target sequence (P07550 whole entry, looked up): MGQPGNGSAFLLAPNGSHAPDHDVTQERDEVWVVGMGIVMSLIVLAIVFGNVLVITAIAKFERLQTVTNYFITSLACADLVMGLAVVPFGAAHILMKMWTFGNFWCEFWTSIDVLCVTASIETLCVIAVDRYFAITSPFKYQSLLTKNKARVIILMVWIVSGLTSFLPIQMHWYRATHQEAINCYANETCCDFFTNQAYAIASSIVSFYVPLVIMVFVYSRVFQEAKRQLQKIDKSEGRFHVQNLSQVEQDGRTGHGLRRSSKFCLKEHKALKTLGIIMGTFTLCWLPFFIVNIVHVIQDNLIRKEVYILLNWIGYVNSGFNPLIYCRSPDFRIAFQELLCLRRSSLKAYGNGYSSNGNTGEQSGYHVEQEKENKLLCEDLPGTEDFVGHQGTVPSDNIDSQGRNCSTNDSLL
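Tango cells (recombinant beta2-AR, beta-arrestin, tTA-driven luciferase), 1500/well in DMEM 1% FBS, treated 18 h at 37 °C with compounds up to 46 µM; luciferin mix added, luminescence read after 15 min; %activity curves fitted and curve-classed.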
FH mod = Identification of activators of human fumarate hydratase by quantitative high-throughput screening | Fumarate hydratase, mitochondrial (Homo sapiens), P07954 | FH coupled MDH/diaphorase resazurin fluorescence, 15 min | Potency, µM (top dose mostly 79.9 µM), for the others: at the highest dose activity change, negative = inhibition, actives largely listed as inhibitors | 0.22% of 54,000 active | AID 1347055, 2019; also: potency is read from the fitted curve at half-maximal effect; % is scaled to controls: 0 for no effect and ±100 for the full control effect; the screen sought activators but most active calls are inhibition curves; nearly all actives have a fitted effect of over 45% in size
p53null 39C kill = qHTS Screen for Compounds that Selectively Target Cancer Cells with p53 Mutations: Cytotoxicity of p53 Null Cells at the Nonpermissive Temperature. H1299 p53-null (neo) cells, 39C, ATPlite viability, 24 h. Potency, µM (titrated, usually from 46.1 µM), for inactives: at the top dose activity, negative = cell killing, usual class: cytotoxic. 0.97% of 55,000 active. AID 904, 2007;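 also: potency is read from the fitted curve at half-maximal effect; 0% = DMSO only and -100% = full killing by 100 µM tamoxifen; nearly all actives have a fitted effect of over 50% in size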
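Cells seeded at 600/well, 37C overnight. Compound added (up to 46 uM), plates shifted to 39C for 24 hr. ATPlite added, luminescence read after 20 min at room temperature.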
* hit, by the source's call; ? = inconclusive; . = not tested or not shown; [ ] = another dose, or the depositor's remark. Calls follow the shape of the dose curve; as a rule, active = well fitted curve in the direction sought with a large enough effect; inconclusive = small, poorly fitted or top-dose-only effect, or another doubt; inactive = no such curve, though single readings can be large; an effect the other way counts as inactive or inconclusive. This is a subset; rates above refer to the full screens.

No. | SMILES | NTMT1 inh | p53null 32C kill | p53null 39C kill | PTAP-TSG101 blk
1 | Cc1ccc(C(=O)NCC(c2ccc3c(c2)OCO3)N2CCN(C)CC2)cc1C (stereo unspecified) | -1% | 8% | 21% | -7%
2 | O=C(Nc1nnc(S(=O)(=O)N2CCCCCC2)s1)c1ccc(Cl)cc1 | 7% | 11% | -18% | -1%
3 | CCCCOc1ccc(NC(=O)Cn2nnnc2-c2ccccc2F)cc1 | -1% | -7% | -20% | -3%
4 | Cc1cccc(OCC(=O)N2CCC(c3nc4ccccc4o3)CC2)c1C | ? | -1% | -9% | 0%
5 | COc1ccc(Br)cc1CNC(=O)c1ccc2nc(C(C)C)oc2c1 | ? | 10% | 8% | -5%
6 | CC(=O)c1sc(NC(=O)c2c(-c3ccccc3)c(-c3ccccc3)nn(C)c2=O)nc1C | 21% | -1% | -14% | 1%
7 | COc1ccc2[nH]cc(CCNC(=O)Nc3ccccc3C)c2c1 | -3% | 0% | -15% | 3%
8 | CCCNC(=O)CCSc1nc(-c2ccc3c(c2)OCO3)cc(C(F)(F)F)n1 | -3% | 1% | -3% | 3%
9 | COc1ccc(/C=C/C(=O)Nc2sc3c(c2C(N)=O)CCCC3)cc1 | ? | -1% | -20% | 2%
10 | CCCN1CCCc2cc(CN(CCCN3CCOCC3)C(=O)Nc3ccc(CC)cc3)ccc21 | -26% | -2% | 23% | -8%

No. | B2AR arrestin ag | FH mod | GALK inhibitor
1 | 1% | 1% | 0%
2 | 2% | 2% | -3%
3 | -1% | 2% | 7%
4 | -5% | -11% | -2%
5 | 1% | -24% | 1%
6 | -2% | -1% | 2%
7 | 1% | -3% | 0%
8 | 0% | 0% | 6%
9 | 0% | 5% | 0%
10 | -2% | -11% | 1%

Compound profiles, from the list above:
CCCN1CCCc2cc(CN(CCCN3CCOCC3)C(=O)Nc3ccc(CC)cc3)ccc21 is entered as NTMT1 inh = -26%; p53null 32C kill = -2%; p53null 39C kill = 23%; PTAP-TSG101 blk = -8%; B2AR arrestin ag = -2%; FH mod = -11%; GALK inhibitor = 1%
COc1ccc(Br)cc1CNC(=O)c1ccc2nc(C(C)C)oc2c1 is entered as NTMT1 inh = ?; p53null 32C kill = 10%; p53null 39C kill = 8%; PTAP-TSG101 blk = -5%; B2AR arrestin ag = 1%; FH mod = -24%; GALK inhibitor = 1%
COc1ccc2[nH]cc(CCNC(=O)Nc3ccccc3C)c2c1 is entered as NTMT1 inh = -3%; p53null 32C kill = 0%; p53null 39C kill = -15%; PTAP-TSG101 blk = 3%; B2AR arrestin ag = 1%; FH mod = -3%; GALK inhibitor = 0%

The listing picks up, repeating the two entries before the break.
No. | SMILES | NTMT1 inh | p53null 32C kill | p53null 39C kill | PTAP-TSG101 blk
9 | COc1ccc(/C=C/C(=O)Nc2sc3c(c2C(N)=O)CCCC3)cc1 | ? | -1% | -20% | 2%
10 | CCCN1CCCc2cc(CN(CCCN3CCOCC3)C(=O)Nc3ccc(CC)cc3)ccc21 | -26% | -2% | 23% | -8%
11 | O=C(C1CCCN(S(=O)(=O)c2ccc(Br)s2)C1)N1CCN(c2ccccc2)CC1 (stereo unspecified) | 3% | 1% | -27% | 2%
12 | Cn1c(=O)c2c(nc(NCCc3ccccc3)n2Cc2ccccc2Br)n(C)c1=O | 19% | -4% | 0% | 1%
13 | Cc1nc2ccn(Cc3cccs3)c(=O)c2cc1C(=O)NCc1ccccc1 | . | 3% | -17% | -3%
14 | Cn1c(=O)c2cc(S(=O)(=O)NC(Cc3ccccc3)C(=O)Nc3ccc(F)cc3)ccc2n(C)c1=O (stereo unspecified) | -4% | -1% | 5% | 0%
15 | Cc1c(C(=O)NCc2ccc(F)cc2)oc2ccc(S(=O)(=O)N3CCCCC3)cc12 | -3% | -16% | -6% | -3%
16 | Cc1ccc(CNC(=O)CN2C(=O)CCc3cc(S(=O)(=O)N4CCCCC4)ccc32)cc1 | 10% | -5% | 0% | -6%
17 | Cc1ccc(NC(=O)Cn2c(=O)nc(-c3ccccc3)c3ccccc32)cc1F | -7% | -5% | -4% | -5%
18 | Cc1ccc(NC(=O)Cn2c(=O)ccc3cc(S(=O)(=O)N4CCCC4)ccc32)cc1C | 8% | -1% | -2% | -1%
19 | CCCOc1cccc(C(=O)Nc2cc(-c3ccccc3)no2)c1 | -5% | 24% | 42%[activator] | -5%
20 | Cc1ccc(NC(=O)CCn2c(=O)c3cccn3c3ccccc32)c(Cl)c1 | 6% | 9% | 6% | -3%

No. | B2AR arrestin ag | FH mod | GALK inhibitor
9 | 0% | 5% | 0%
10 | -2% | -11% | 1%
11 | 1% | -17% | 3%
12 | 1% | -7% | -1%
13 | 3% | . | 1%
14 | 0% | -19% | 7%
15 | 0% | -21% | 0%
16 | 0% | -37% | -1%
17 | 0% | 2% | -1%
18 | 0% | 9% | 1%
19 | 1% | -11% | 10%
20 | 0% | 1% | -2%

Next results:
No. | SMILES | NTMT1 inh | p53null 32C kill | p53null 39C kill | PTAP-TSG101 blk
21 | CCOC(=O)c1sc2ncn(CC(=O)Nc3ccc(F)cc3F)c(=O)c2c1C | 4% | 8% | -4% | 6%
22 | CC1CCCCN1CCCNC(=O)c1[nH]c2ccccc2c1Sc1ccc(Cl)cc1 (stereo unspecified) | ? | -3% | -13% | 1%
23 | CCOc1ccc(-c2nnc(SCC(=O)Nc3ccc(C)cc3C)o2)cc1 | 7% | -4% | 8% | 3%
24 | Cc1ccc(C(=O)c2cn(Cc3ccc(Cl)cc3)c3nc(C)ccc3c2=O)cc1 | 3% | 14% | -15% | 14%
25 | Cc1ccc(F)cc1NC(=O)CCc1c(C)nn(-c2ccc(N3CCOCC3)nn2)c1C | -1% | -14% | -30% | 0%
26 | CCn1c(=O)n(CC)c2cc(N3CCCCC3)c(NC(=O)Nc3ccccc3Cl)cc21 | 17% | 6% | -5% | -7%
27 | COCCCN1C(=O)N(c2ccccc2)C(=O)C1CC(=O)Nc1ccc(F)cc1 (stereo unspecified) | 14% | 3% | 8% | 0%
28 | COc1cc(NC(=O)C2CCN(c3cnccn3)CC2)cc(OC)c1 | 10% | -8% | ? | -2%
29 | CCCCNc1nc2c(c(=O)n(Cc3ccccc3)c(=O)n2C)n1C | 4% | -1% | 31%[activator] | 1%
30 | COc1cccc(NC(=O)CSc2ncc(S(=O)(=O)c3ccc(C)c(C)c3)c(=O)[nH]2)c1 | -4% | -6% | -18% | -9%

No. | B2AR arrestin ag | FH mod | GALK inhibitor
21 | 0% | 5% | 0%
22 | -2% | -20% | 4%
23 | -3% | 1% | 0%
24 | 0% | -13% | -3%
25 | 0% | 1% | 3%
26 | 0% | -25% | 2%
27 | -2% | 0% | -3%
28 | -2% | -6% | 2%
29 | 1% | -1% | 1%
30 | 0% | -28% | 4%

Next compounds
No. | SMILES | NTMT1 inh | p53null 32C kill | p53null 39C kill | PTAP-TSG101 blk
31 | O=C(c1ccc2c(c1)N(Cc1ccc(F)cc1)C(=O)c1ccccc1S2(=O)=O)N1CCCCCC1 | 4% | 4% | 5% | 3%
32 | CCOC(=O)c1ccc(NC(=O)C(C)N(c2ccc(OCC)cc2)S(C)(=O)=O)cc1 (stereo unspecified) | -17% | -2% | 2% | 2%
33 | Cc1ccc(C)c(N2CCN(C(=O)C3CCCN(Cc4nc(-c5cccc(Cl)c5)oc4C)C3)CC2)c1 (stereo unspecified) | -16% | -1% | -21% | -3%
34 | CC(C)CN(CCNC(=O)c1cc(-c2cccs2)nc2ccccc12)CC(C)C | 4% | 5% | -3% | 1%
35 | CCOC(=O)c1c(C)oc2nc(C)nc(NCCCN3CCN(c4ccc(F)cc4)CC3)c12 | -13% | 20% | -16% | 1%
36 | COc1cc(OC)cc(C(=O)NCCc2csc(-c3cccc(C)c3)n2)c1 | 3% | -1% | -1% | 0%
37 | CCc1c(C)sc2c1CCN(Cc1cccc(OC)c1)C2c1ccccc1 (stereo unspecified) | -24% | 33%[activator] | ? | 0%
38 | CN(C(=O)CSc1nc2ccc(NC(=O)CCc3ccccc3)cc2s1)c1ccccc1 | 8% | -2% | 8% | 0%
39 | CCN(CC)S(=O)(=O)c1nnc(NC(=O)COc2ccccc2Cl)s1 | 12% | -17% | ? | -4%
40 | Cc1ccc(CNC(=O)c2ccc(CS(=O)(=O)c3ccccc3C)o2)cc1 | 1% | -8% | -19% | 0%

No. | B2AR arrestin ag | FH mod | GALK inhibitor
31 | -1% | -10% | 1%
32 | -2% | -15% | ?
33 | 0% | -11% | 2%
34 | 1% | 6% | 0%
35 | 0% | ? | 3%
36 | 0% | ? | -5%
37 | 0% | -24% | -5%
38 | -4% | -14% | 0%
39 | -1% | -8% | 2%
40 | 1% | -3% | 6%

Other entries follow:
No. | SMILES | NTMT1 inh | p53null 32C kill | p53null 39C kill | PTAP-TSG101 blk
41 | Cc1cc(NC(=O)Cc2ccccc2)cc(-c2nc3ccccc3o2)c1O | 12% | 1% | 16% | 0%
42 | Cc1cccc(-n2c(N)cc(=O)nc2SCC(=O)Nc2ccc(F)cc2)c1C | -7% | . | . | 0%
43 | Cc1cc(C)c2c(c1)c(C)cc1nnc(SCC(=O)c3ccc(F)cc3)n12 | -1% | -6% | 6% | 0%
44 | COc1ccc(CNC(=O)CN2C(=O)CCn3nc(-c4cn(C)c5ccccc45)cc32)cc1 | -23% | 5% | -10% | -1%
45 | O=C(Nc1cc(Cl)cc(Cl)c1)c1ccc(F)c(S(=O)(=O)NC2CCCCC2)c1 | 9% | ? | 20µM* | -4%
46 | CCOC(=O)C1CCCN(C(=O)CCS(=O)(=O)c2cc3c(cc2Cl)NC(=O)CO3)C1 (stereo unspecified) | -2% | 3% | -1% | -4%
47 | Cc1cccc(-c2nc(SCC(=O)Nc3ccc4c(c3)OCCO4)c(-c3ccccc3)[nH]2)c1 | -11% | -17% | ? | -1%
48 | CCc1ccccc1NC(=O)CC(c1ccc(F)cc1)N1Cc2ccccc2C1=O (stereo unspecified) | . | 6% | 43%[activator] | -2%
49 | CCOc1ccc(CCNC(=O)c2cnc3c(-c4ccc(F)cc4)c(C)nn3c2C)cc1 | -21% | -8% | -19% | -1%

No. | B2AR arrestin ag | FH mod | GALK inhibitor
41 | 1% | -3% | 0%
42 | 0% | 4% | 8%
43 | -2% | -8% | -10%
44 | -1% | -9% | 2%
45 | -2% | -21% | -1%
46 | 0% | 5% | 0%
47 | -2% | ? | 2%
48 | 2% | . | 0%
49 | -1% | 4% | -1%
